PLAP activator: human PLAP activation | purified PLAP enzyme, luminescent substrate read-out; active compounds read high | activation fold at 20 µM | actives 1.2% (n = 96,000) | AID 696; in the data active = activation fold above about 2
Target sequence (P05187 whole entry, looked up): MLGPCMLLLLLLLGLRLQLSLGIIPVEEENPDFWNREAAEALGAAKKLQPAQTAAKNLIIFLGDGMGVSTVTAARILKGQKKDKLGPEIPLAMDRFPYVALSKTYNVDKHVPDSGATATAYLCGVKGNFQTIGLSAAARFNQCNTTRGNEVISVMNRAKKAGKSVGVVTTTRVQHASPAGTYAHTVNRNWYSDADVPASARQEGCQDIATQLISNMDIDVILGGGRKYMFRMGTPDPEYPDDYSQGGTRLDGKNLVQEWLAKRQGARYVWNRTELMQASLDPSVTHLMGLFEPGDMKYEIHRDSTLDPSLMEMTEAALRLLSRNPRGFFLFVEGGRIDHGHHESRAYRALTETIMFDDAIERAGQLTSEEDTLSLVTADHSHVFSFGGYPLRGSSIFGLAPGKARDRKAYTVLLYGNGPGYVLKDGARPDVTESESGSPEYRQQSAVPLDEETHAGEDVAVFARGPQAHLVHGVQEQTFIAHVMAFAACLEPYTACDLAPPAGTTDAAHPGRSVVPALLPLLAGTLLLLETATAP
MT1-MMP txn act: MT1-MMP promoter transcription activation | HT1080 MT1-MMP promoter luciferase reporter, luminescence, overnight; active compounds read high | activation factor at 10 µM | actives 0.16% (n = 86,000);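 active = activation factor of at least 2 for MT1-MMP transcription at 10 µM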
EphB4 ephrin blk: blocks human EphB4 binding to ephrin-B2 | P54760 | EphB4 LBD / TNYL-RAW-Alexa532 peptide, fluorescence polarization | inhibition, % at 7 µM | actives 0.15% (n = 97,000);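 active = inhibition above the screen-wide mean inhibition plus 3 SD, cut at about 15% in these data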;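 also: 0% = DMSO wells and 100% = excess unlabeled TNYL-RAW peptide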
Plk1 PBD FP: Plk1 (human) PBD binding inhibition | P53350 | Plk1 PBD phosphopeptide binding, fluorescence polarization | inhibition, %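 (tested at about 20 µM)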 | actives 0.13% (n = 97,000) | AID 693; in the data active = inhibition above about 34%, passing the limit was not always enough
FAK inh: inhibitors of human focal adhesion kinase; Q05397; biochemical FAK kinase activity assay; inhibition, %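 (tested at 7 µM)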; actives 0.84% (n = 97,000); AID 727; in the data active = inhibition above about 19%;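 also: 0% = DMSO and 100% = reference compound high control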
S1P2 blocker: S1P2 (human) receptor antagonism. O95136. cell-based S1P2 antagonist assay, inhibition at 5 uM. inhibition, % at 5 µM. actives 0.21% (n = 97,000); in the data active = inhibition above about 45%;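 also: CRE beta-lactamase reporter cells expressing human S1P2 stimulated with S1P; 0% = agonist at EC80 alone and 100% = agonist plus reference antagonist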
Target sequence (O95136 whole entry, looked up): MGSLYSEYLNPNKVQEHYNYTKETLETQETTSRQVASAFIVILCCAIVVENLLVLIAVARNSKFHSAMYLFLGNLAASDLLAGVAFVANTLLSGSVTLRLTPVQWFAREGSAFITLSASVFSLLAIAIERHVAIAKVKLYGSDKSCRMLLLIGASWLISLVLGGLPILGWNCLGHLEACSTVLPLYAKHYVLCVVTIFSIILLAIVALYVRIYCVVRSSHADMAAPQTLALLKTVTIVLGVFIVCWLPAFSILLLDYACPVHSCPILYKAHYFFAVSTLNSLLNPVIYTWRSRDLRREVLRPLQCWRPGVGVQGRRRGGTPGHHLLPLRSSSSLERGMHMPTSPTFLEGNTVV
S1P2 ag: activates the human S1P2 receptor; S1P2-expressing cell line, agonist reporter read-out; activation, % at 4.5 µM; actives 0.46% (n = 97,000); in the data active = activation above about 16%;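 also: 0% = vehicle low control and 100% = maximal reference agonist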
PLK1 kinase inh: PLK1 (human) kinase inhibition. P53350. recombinant PLK1 kinase, TR-FRET peptide phosphorylation. inhibition, % at 10 µM. actives 0.53% (n = 97,000);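 active = inhibition of 50% or more in the single-concentration screen; inactive = inhibition below 50%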;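 also: 0% = DMSO max control and 100% = H-89 dihydrochloride min control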
Rev-RRE block: HIV Rev-RRE protein-RNA interaction inhibition. P05866. Rev peptide-RRE RNA binding, FRET. inhibition, % at 8 µM. actives 0.79% (n = 97,000). AID 704;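 active = inhibition above the screen-wide mean plus 3 SD, cut at about 35% in these data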;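 also: 0% = median DMSO wells and 100% = median Neomycin B control wells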
Target sequence (P05866 whole entry, looked up): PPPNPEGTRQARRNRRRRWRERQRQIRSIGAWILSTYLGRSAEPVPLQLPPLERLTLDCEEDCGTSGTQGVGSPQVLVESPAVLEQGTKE
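Test system – labelled RRE RNA duplex and labelled Rev peptide · Reagent – labelled Rev peptide · Doses – one concentration, 8 µM nominal · Incubation – 5 + 15 min at 25 °C · Signal – FRET fluorescence readout · Read-out basis – % inhibition of FRET ratio versus controls · Control set – DMSO wells as 0% and neomycin B wells as 100% inhibition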
An asterisk follows results filed as active; . = not tested or not shown.

entry	PLAP activator	MT1-MMP txn act	EphB4 ephrin blk	Plk1 PBD FP	FAK inh	S1P2 blocker	S1P2 ag	PLK1 kinase inh	Rev-RRE block	compound
1	.	1.3	3	-10	4	7	0	-9	3	COC(=O)C1=C(C)NC(C)=C(C(=O)OC)C1C1CC=CCC1 (stereo unspecified)
2	1.1	1.1	-3	-21	2	19	-6	-1	10	CN1CCc2c(c3c(n2C)CCN(C)[C@@H]3c2cccnc2)[C@H]1c1cccnc1
3	1.7	1	8	-12	2	4	-4	-1	4	COc1ccc(S(=O)(=O)N2CCCC(C(=O)N3CCOCC3)C2)cc1C (stereo unspecified)
4	1.9	1.3	9	-7	-3	13	-7	1	10	Cc1n[nH]c(C)c1S(=O)(=O)N1CCCC(C(=O)N2CCN(c3ccc(Cl)cc3)CC2)C1 (stereo unspecified)
5	.	1.5	0	8	4	3	1	-8	4	COc1cccc(NC(=O)Nc2cccs2)c1
6	0.7	1.5	-5	-29	0	-3	-7	-19	1	O=C(CC1CCCC1)Nc1ccc2c(c1)CCC2
7	0.8	1	-4	-7	7	-26	-2	-2	7	CCOC(=O)c1cc(-c2cccs2)nc2onc(C)c12
8	1.1	1	4	20	7	19	-6	-1	7	O=c1c(C(c2ccccc2)c2c(O)nc3n(c2=O)CCCS3)c(O)nc2n1CCCS2
9	1.2	.	6	-23	-8	2	-2	-5	4	Cc1ccc(S(=O)(=O)/N=C(\c2ccc(Cl)cc2)N2CCOCC2)cc1
10	1.5	1.2	3	-20	4	7	1	7	-1	COc1ccc(/C(O)=C2\C(=O)C(=O)N(CCN(C)C)C2c2cccc(OC)c2OC)cc1Cl (stereo unspecified)
11	1	1.1	-4	-20	0	11	-6	-6	1	CCn1c(SCC(=O)NCCc2ccccc2)nnc1-c1ccco1
12	.	1.1	0	-8	0	-5	-6	-9	6	CC(NC(=O)C(NC(=O)C1CCCN1C(=O)OC(C)(C)C)C(C)C)C(N)=O (stereo unspecified)
13	.	1	-1	11	-1	14	-6	-6	2	CCn1c(CNc2ccc(Cl)cc2)nnc1SCCN1CCCCC1
14	1.1	.	-5	9	0	-4	0	-8	-5	CC1CCN(c2ccc(NC(=S)NC(=O)c3ccco3)cc2)CC1
15	1.1	1	-1	24	0	-2	-2	-9	4	CCCS(=O)(=O)N1CCCC(C(=O)NCCN2CCOCC2)C1 (stereo unspecified)
16	1.1	0.9	-2	10	0	-12	-2	-6	4	COc1ccc(CCN2CC(C(=O)O)CC2=O)cc1OC (stereo unspecified)
17	.	1.2	4	-18	-2	2	-5	-14	8	COc1ccc(C(=O)N2CCCCC2)cc1S(=O)(=O)Nc1cccc(C(=O)O)c1
18	0.9	1.1	-7	-13	4	-3	-4	-5	-1	CCN(CC)CCN=C1CCCc2ccccc2N1
19	0.8	.	1	-8	-1	4	-3	-10	3	CCc1nnc(NC(=O)CSc2nc3ccccc3o2)s1
20	1	.	7	-15	-1	22	-7	10	7	Oc1ccc(/C=N/Nc2nccnc2Cl)c(O)c1
21	1	1.1	2	7	-1	15	0	-8	4	CC1Cc2ccccc2N1C(=O)c1cccnc1 (stereo unspecified)
22	0.9	1.1	-1	-15	-3	-19	-4	-1	-1	O=C(CN1CCOCC1)Nc1ccccc1-c1ccccc1
23	1.1	.	-2	-3	8	-5	-3	-1	3	CNc1nc(Nc2ccc(C(C)=O)cc2)nc(OC(C(F)(F)F)C(F)(F)F)n1
24	1.1	1.4	-5	-16	-3	-5	-6	-9	3	O=C(Cc1sc(-c2ccccc2)nc1-c1ccccc1)Nc1ccccc1
25	0.9	.	-8	-20	1	5	-1	-8	0	Cc1ccc(-c2csc(NC(=O)c3cccc([N+](=O)[O-])c3)n2)cc1
26	1.1	1.1	-1	2	-4	-3	-7	-7	5	CCn1c(SCC(=O)OC)nnc1C1CCCCC1
27	0.9	1.1	-1	-26	-1	-3	-7	-4	9	c1ccc(-c2nnnn2CCOCCn2nnnc2-c2ccccc2)cc1
28	1.1	1.1	3	-15	4	20	-5	-7	3	CCN(CC)CCNC(=O)Cn1nc(Cc2ccccc2)c2ccccc2c1=O
29	1	.	6	9	1	-15	0	-16	1	O=C(CN1C(=O)C2CC=CCC2C1=O)NC1CCCc2ccccc21 (stereo unspecified)
30	1.1	.	-4	11	1	21	-4	-3	8	COc1cccc(Cn2cnc3c(NS(=O)(=O)c4ccc(Cl)cc4)c(C)c(C)cc32)c1

The final six records of the part above are carried over, then new ones follow:
entry	PLAP activator	MT1-MMP txn act	EphB4 ephrin blk	Plk1 PBD FP	FAK inh	S1P2 blocker	S1P2 ag	PLK1 kinase inh	Rev-RRE block	compound
25	0.9	.	-8	-20	1	5	-1	-8	0	Cc1ccc(-c2csc(NC(=O)c3cccc([N+](=O)[O-])c3)n2)cc1
26	1.1	1.1	-1	2	-4	-3	-7	-7	5	CCn1c(SCC(=O)OC)nnc1C1CCCCC1
27	0.9	1.1	-1	-26	-1	-3	-7	-4	9	c1ccc(-c2nnnn2CCOCCn2nnnc2-c2ccccc2)cc1
28	1.1	1.1	3	-15	4	20	-5	-7	3	CCN(CC)CCNC(=O)Cn1nc(Cc2ccccc2)c2ccccc2c1=O
29	1	.	6	9	1	-15	0	-16	1	O=C(CN1C(=O)C2CC=CCC2C1=O)NC1CCCc2ccccc21 (stereo unspecified)
30	1.1	.	-4	11	1	21	-4	-3	8	COc1cccc(Cn2cnc3c(NS(=O)(=O)c4ccc(Cl)cc4)c(C)c(C)cc32)c1
31	0.9	1	2	8	1	-9	-3	-15	5	CCCc1nnc(SCc2ccc(OC)cc2)n1N
32	1.1	1.1	-3	19	-9	-1	-6	18	4	O=C(CSc1nc2c(cnn2-c2ccccc2)c(=O)[nH]1)N1CCOCC1
33	0.9	1.3	1	-46	1	22	-9	-13	3	COc1ccc(N(C)S(=O)(=O)c2cccc3cccnc23)c(OC)c1
34	.	1.4	2	15	-4	2	0	-7	4	CC(C)(C)n1ncc2c(=O)n(CC(=O)NCCc3ccccc3)cnc21
35	1	1.1	4	-2	3	26	-8	-18	4	CCn1nnnc1SCC(=O)Nc1cccc(NC(C)=O)c1
36	0.9	1.2	1	-14	0	-10	-6	-3	5	CN1CCN(C(=O)c2ccc(N3CCCC3=O)cc2)CC1
37	1	.	5	0	-2	10	-6	-1	8	Fc1ccc(CNc2nc3ccccc3n3cnnc23)cc1
38	0.6	.	-1	39	1	14	-15	-10	7	O=[N+]([O-])c1ccccc1NCc1ccc(Cl)cc1
39	1.1	.	4	4	-1	3	-5	-11	4	CC(C)CC(=O)OCc1cn(-c2ccccc2)nn1
40	1.6	1	6	9	0	-19	-7	-8	8	COc1ccc(S(=O)(=O)Nc2ccccc2C(=O)NC(C)(C)C)cc1OC
41	1.3	.	0	40	3	8	-8	-4	2	Cc1cc(C)cc(N(C(=O)c2csnn2)C(C(=O)NC(C)(C)C)c2cccs2)c1 (stereo unspecified)
42	0.8	1	-2	11	4	-4	-5	-12	8	O=C1c2oc3ccc(Cl)cc3c(=O)c2C(c2cccc(Br)c2)N1CCO (stereo unspecified)
43	1.2	1.1	5	23	0	11	-5	-2	5	COc1cc(OC)c2c(c1)OC(c1ccc(OC)c(OC)c1)C(O)C2=O (stereo unspecified)
44	1.4	1.2	-7	10	8	5	-6	-4	11	Cc1cccc2cc(CN(Cc3nnnn3Cc3ccco3)C3CCCC3)c3nnnn3c12
45	1.4	0.9	-2	3	3	20	-7	-14	6	COc1cccc(-c2nn3c(-c4cc(C)[nH]n4)nnc3s2)c1
46	1.3	1.1	-2	-2	0	3	-6	-6	9	Cc1cc(C)c(COCc2cc(/C=N/O)c(C)cc2C)cc1/C=N/O
47	1.1	1.2	-6	-2	3	-21	-2	-12	15	CCC(C)(C)C(=O)Nc1ncc(S(=O)(=O)c2ccc([N+](=O)[O-])cc2)s1
48	0.7	1.5	-5	6	0	-5	-4	-14	6	CCOC(=O)c1c(SC)nc(SC)c2c1CCC2
49	1	.	8	14	-9	0	-6	2	-1	N#Cc1c(Cl)cccc1-n1ccnc1
50	1.1	.	4	-50	42*	41	8	-6	4	Cc1ccccc1NC1=C/C(=N\S(=O)(=O)c2cccs2)c2ccccc2C1=O
51	1	1.7	8	-18	2	11	-4	-3	4	O=C(CSc1nnc(-c2ccc(OC(F)F)cc2)o1)N1CCOCC1
52	0.9	1.2	-1	-19	-2	-22	-4	0	-5	COC(=O)c1sccc1NC(=O)c1c(C)noc1C
53	0.9	1.1	1	-1	-1	4	-4	-1	2	CC(=O)OC(C(=O)NCc1ccc2c(c1)OCO2)c1ccccc1Cl (stereo unspecified)
54	0.9	1.1	3	-11	0	8	-3	-12	3	O=C(Nc1ccccc1C(=O)N1CCOCC1)c1cccnc1
55	.	1.1	0	26	-1	-32	-3	-14	0	CC1(C)Oc2ccc3ccc(=O)oc3c2/C(=C/NC2CCCCC2)C1=O
56	1.7	1.2	3	4	1	2	-1	-10	0	CCOc1ccc(C(=O)N(Cc2ccc(N(C)C)cc2)C2CCS(=O)(=O)C2)cc1 (stereo unspecified)
57	1	1.3	4	-3	9	6	-5	-4	6	Cc1ccc(-n2c(N)c(-c3nc4ccccc4n3C)sc2=S)cc1
58	1.3	1.2	4	-19	2	-16	-7	2	7	N#Cc1ccccc1Cn1c(=O)n(C2CCCC2)c(=O)c2ccccc21
59	1.6	.	5	-37	-2	6	-3	-5	8	COc1ccc(C(=O)NNC(=O)Cc2ccc(-c3ccccc3)cc2)cc1OC
60	0.8	1	-6	3	-1	-12	-7	8	14	CCOC(=O)c1[nH]c2ccc(F)cc2c1N=C(C)N(CC)CC

Results in sequence from above:
PLK1 kinase inh for entries 32–36: 18, -13, -7, -18, -3

Carrying on.
entry	PLAP activator	MT1-MMP txn act	EphB4 ephrin blk	Plk1 PBD FP	FAK inh	S1P2 blocker	S1P2 ag	PLK1 kinase inh	Rev-RRE block	compound
61	1.3	.	-5	-24	4	-1	-4	-13	0	CCC(CC)C(=O)Nc1nc(-c2ccc3c(c2)CCN3C(=O)C2CC2)c(C)s1
62	1.1	1.1	3	-8	-1	-11	-3	-1	2	O=C(NCCOc1nc(N2CCOCC2)nc(N2CCOCC2)n1)Nc1ccccc1
63	0.9	1.2	-6	-5	4	-5	2	-12	8	COc1cccc(-c2cc(C(=O)N3CC4(C)CC3CC(C)(C)C4)no2)c1 (stereo unspecified)
64	1.1	1.1	-3	-10	2	-6	-3	-11	8	Cc1onc(-c2ccccc2Cl)c1C(=O)OCC(=O)c1ccc2c(c1)OCCO2
65	0.9	0.9	-2	-13	1	7	-3	-13	-2	Cn1c(=O)c2c(nc(NCc3ccccc3)n2CCCc2ccccc2)n(C)c1=O

Screens (PubChem)
